# ALOX12 inhib: blocks human 12-lipoxygenase activity. P18054. purified 12-hLO, xylenol orange hydroperoxide absorbance. Potency, µM (highest dose often 57.1 µM), for inactives: top-dose activity change, negative = inhibition, most hits filed as inhibitors. hit rate 0.12% among 150,000. AID 1452; further: potency means the concentration at half of the fitted maximal effect; nearly all actives have a fitted effect of over 55% in size; many of its hits are not listed in these tables
# Target sequence (P18054 whole entry, looked up): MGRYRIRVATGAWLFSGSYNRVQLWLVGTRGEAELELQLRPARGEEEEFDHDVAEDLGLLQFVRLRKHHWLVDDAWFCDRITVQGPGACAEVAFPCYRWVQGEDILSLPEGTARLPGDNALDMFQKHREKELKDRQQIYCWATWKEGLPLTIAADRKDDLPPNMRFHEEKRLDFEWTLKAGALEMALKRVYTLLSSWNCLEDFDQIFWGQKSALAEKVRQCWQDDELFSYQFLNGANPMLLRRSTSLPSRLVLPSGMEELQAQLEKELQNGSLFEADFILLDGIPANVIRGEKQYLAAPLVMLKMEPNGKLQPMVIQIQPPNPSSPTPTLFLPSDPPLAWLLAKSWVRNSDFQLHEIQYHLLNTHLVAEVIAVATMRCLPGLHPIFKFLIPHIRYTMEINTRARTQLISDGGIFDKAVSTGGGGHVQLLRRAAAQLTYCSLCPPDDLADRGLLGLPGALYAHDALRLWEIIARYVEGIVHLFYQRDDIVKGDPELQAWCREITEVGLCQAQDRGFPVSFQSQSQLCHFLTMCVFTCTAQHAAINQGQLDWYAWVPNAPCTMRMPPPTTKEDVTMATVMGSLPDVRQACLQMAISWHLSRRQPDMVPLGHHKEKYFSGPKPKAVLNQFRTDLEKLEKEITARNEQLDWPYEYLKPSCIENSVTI
#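 150 nM 12hLO, 25 mM Hepes pH 7.0 + 0.01% Triton X-100; cpd preinc 15 min RT; 40 uM arachidonic acid, 30 min RT; Fe-XO 30 min; A573/A405 ratio as read-out.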
# PNC inhibitor: inhibitors of perinucleolar compartment assembly | PC3M PTB-GFP, PNC prevalence imaging, 16 h; hits give low values | activity change (PNC), negative = inhibition, % at 10 µM | hit rate 3.1% among 140,000;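 active means readout at or below -70, meaning at least 70% loss of cells showing the perinucleolar compartment, a nuclear body marking cancer cells; inconclusive means readout between -30 and a set limit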;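 further: plate controls were DMSO wells for no effect and camptothecin positive control wells for full effect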
#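 Compounds are pinned in duplicate onto adhered PC3M cells stably expressing GFP-tagged PTB and incubated 16 h at 37 C. Cells are then fixed, nuclei stained with Hoechst, and PNC-positive cells counted.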
# ALOX15B inhib: 15-hLO-2 (ALOX15B) enzyme inhibition; O15296; purified 15hLO-2, xylenol orange hydroperoxide absorbance; Potency, µM (series often up to 57.1 µM), for the others: at the top dose activity change, negative = inhibition, actives largely listed as inhibitors; hit rate 0.56% among 110,000; further: potency means the concentration at half of the fitted maximal effect; nearly all actives have a fitted effect of over 60% in size; many of its hits are not listed in these tables
#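 Enzyme 50 nM, AA 45 uM, 25 mM Hepes pH 7.5 + 0.01% Triton X-100; cpd preinc 15 min RT, rxn 90 min RT; stop/detect with 200 uM XO + 300 uM Fe(II) in 50 mM H2SO4, 30 min; A573/A405.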
# IMPase cell inh: cell-permeable inhibitors of inositol monophosphatase (IMPase); P97697; CHO-M1 cells, IP1 accumulation, HTRF TR-FRET ratio; inhibition (IP1 accumulation), % at 46.1 µM; 120,000 tested, under 10 active; AID 901; active means well fitted curve in the direction sought with a large enough effect in the signal ratio, not every such curve was filed as active; inconclusive means small, poorly fitted or top-dose-only effect, or a change in a side signal; inactive means no such curve, though single readings can be large or run the other way; the % refers to the signal ratio;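 further: cells stimulated with carbachol in lithium chloride buffer; plate controls were DMSO basal wells for no effect and reference inhibitor wells for full effect; higher means more IMPase inhibition seen as more IP1 and lower FRET ratio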
# Target sequence (P97697 whole entry, looked up): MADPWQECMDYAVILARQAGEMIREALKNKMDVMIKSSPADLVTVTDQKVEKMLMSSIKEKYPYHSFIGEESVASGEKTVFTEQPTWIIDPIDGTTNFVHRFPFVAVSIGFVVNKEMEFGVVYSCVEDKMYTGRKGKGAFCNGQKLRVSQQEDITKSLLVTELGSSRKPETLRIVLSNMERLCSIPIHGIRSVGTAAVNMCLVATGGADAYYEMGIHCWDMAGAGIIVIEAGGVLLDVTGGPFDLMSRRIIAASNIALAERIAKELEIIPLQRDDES
#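 The IP-One HTRF competitive assay in carbachol-stimulated CHO-M1 cells quantifies cellular IP1. Compounds spanned up to 46 uM final, and activity is expressed as AC50 from concentration-response fits of the ratio and donor data.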
# Numbers without * were called inactive; u = inconclusive; x = no result given; & = joins results of further samples; [ ] = dose if it differs, or a comment. Unless noted, the call rests on the fitted dose curve; in most records, active means well fitted curve in the direction sought with a large enough effect; inconclusive means small, poorly fitted or top-dose-only effect, or another doubt; inactive means no such curve, though single readings can be large; an effect the other way counts as inactive or inconclusive. Unless noted, on the % scale 0 is the no-effect control and ±100 the full control effect. Only part of the results is shown. The share of hits here may be higher or lower than overall.
SMILES,ALOX12 inhib,PNC inhibitor,ALOX15B inhib,IMPase cell inh
C[C@]1(c2ccccc2)OC(C(=O)O)=CC1=O,-4%,x,12%,3
O=C(Nc1cccc(F)c1)N1CC[C@@]2(CCCN(C(=O)c3cc(C(F)(F)F)cc(C(F)(F)F)c3)C2)C1,3%,x,2%,x
CC1Cc2ccccc2N1C(=O)CSc1ncc(-c2ccc(F)cc2)n1C (stereo not given),-6%,u,x,x
CC1(C(=O)O)CCC(C(=O)NC2CCCCCC2)C1(C)C (stereo not given),7%,-28,-7%,-7
CCC(C(=O)NC1CCCC1)N(C(=O)Cn1nnc(-c2cccs2)n1)c1cnc2ccccc2c1 (stereo not given),-5%,2,0%,5
C=CCn1c(SCC(=O)Nc2ccccc2)nnc1-c1cccc(S(=O)(=O)N2CCOCC2)c1,-1%,u,5%,13
O=C(Nc1cnn(Cc2ccc(F)cc2)c1)c1cc(-c2cccs2)on1,9%,u,-4%,5
Cc1n[nH]c(C)c1S(=O)(=O)N1CCCC(C(=O)NC2CCCc3ccccc32)C1 (stereo not given),1%,u,4%,14
COc1ccc(Br)cc1S(=O)(=O)n1ccnc1C,0%,26,3%,8
CCOc1c2ccc(C(=O)NCc3ccc4c(c3)OCO4)cc2nn1C,-2%,19,7%[11.4 µM],2[1.84 µM]
CCC(NC(=S)NCc1ccccc1)C(=O)O (stereo not given),-2%,2,-1%,-8
CCN(CC)C(=O)Cn1cnc2sc(C(=O)Nc3cc(OC)c(OC)c(OC)c3)c(C)c2c1=O,-1%,-7,-1%,-7
COc1ccc(CNC(=O)CCCc2ccccc2)cc1,5%,36,x,x
COc1ccc(/C=N/NC(=O)c2nn(-c3ccccc3)c(=O)c3c(N)scc23)cc1,u,77,u,8
O=C(c1ccc(S(=O)(=O)N2CCOCC2)cc1)N(c1ccccc1)C1C=CS(=O)(=O)C1 (stereo not given),1%,33,-7%[11.4 µM],-11[1.84 µM]
CCCCn1nc2cc(C(=O)NCc3ccco3)ccc2c1OCC,-3%,66,-4%,-9
CC1(C)Cc2c(sc3c2c(=N)n(Cc2ccco2)c(=O)n3CC(=O)Nc2cccc(Cl)c2)CO1,-24%,-20,24%,15
CCOC(=O)c1c(C)n(C)c2cc(-c3cccc(C(F)(F)F)c3)c(O)cc12,-2%,45,x,x
O=C(NC1CCC(C(=O)O)CC1)OCc1ccccc1 (stereo not given),1%&6%,u,-6%&6%,5&0
CCOC(=O)c1csc(NC(=O)CSc2nnnn2-c2ccc3c(c2)OCCO3)n1,-1%,-88*,x,u
Cc1ccccc1N1Cc2ccccc2C1,-1%,-28,x,x
O=C(O)c1ccc(SCc2cnc(Cl)s2)cc1,1%,52,x,5
CC[N+]1(C)[C@@H]2CC[C@H]1CC(OC(=O)[C@H]1CC[C@@](C(=O)OC3C[C@H]4CC[C@@H](C3)[N+]4(C)CC)(c3ccccc3)c3ccccc31)C2 (stereo not given in full),-1%[25.6 µM],x,8%[25.6 µM],8[20.6 µM]
O=C(Nc1ccccc1N1CCOCC1)C1CCN(S(=O)(=O)c2cccc(C(F)(F)F)c2)CC1,2%,2,x,x
Cc1csc(SCC(=O)Nc2cc(C(C)(C)C)nn2-c2ccccc2)n1,0%,11,3%,1
c1ccc(Cn2ncc3c2ncn2c(-c4ccncc4)nnc32)cc1,2%,1,0%,7
CCCCn1c(=N)n(CC(O)COc2cccc(C)c2)c2ccccc21 (stereo not given),-5%,u,44%[activator],7
O=C(c1cc(F)c(F)cc1Cl)N1CCCCC1,3%,46,-6%,-4
CCCOc1ccc(C(=O)CCC(=O)OCC(=O)Nc2ccc(Oc3ccccc3)cc2)cc1,0%,-26,x,-5
Cc1occc1C(=O)NCCCc1ccccc1,2%,-9,3%,17
Cn1c(=O)n(Cc2ccccc2)c(=O)c2c1nc1n2CCS1,-3%,2,1%,-1
O=C(c1ccccc1-c1ccccc1)N1CCN(c2ccccn2)CC1,-1%,-28,1%,1
COc1cc(C(=O)NCCc2cn3ccc(C)cc3n2)cc(OC)c1OC,-3%,23,3%,15
COc1cccc(CNc2ccc(F)c(Cl)c2)c1OC,1%,34,-1%,4
COC(=O)c1ccc(NC(=O)C2C3CCC(C3)C2C(=O)O)cc1 (stereo not given),-3%,-9,-9%,0
Cc1cccc(N=Nc2c(N)n[nH]c2-c2ccc(Cl)cc2)c1,-11%,-6,8%,5

# Quoted at random: 7 compounds from above, in no set order.
SMILES,ALOX12 inhib,PNC inhibitor,ALOX15B inhib,IMPase cell inh
CCCOc1ccc(C(=O)CCC(=O)OCC(=O)Nc2ccc(Oc3ccccc3)cc2)cc1,0%,-26,x,-5
O=C(c1cc(F)c(F)cc1Cl)N1CCCCC1,3%,46,-6%,-4
CCCCn1c(=N)n(CC(O)COc2cccc(C)c2)c2ccccc21 (stereo not given),-5%,u,44%[activator],7
c1ccc(Cn2ncc3c2ncn2c(-c4ccncc4)nnc32)cc1,2%,1,0%,7
COc1cccc(CNc2ccc(F)c(Cl)c2)c1OC,1%,34,-1%,4
Cn1c(=O)n(Cc2ccccc2)c(=O)c2c1nc1n2CCS1,-3%,2,1%,-1
COc1cc(C(=O)NCCc2cn3ccc(C)cc3n2)cc(OC)c1OC,-3%,23,3%,15

# At a glance, some entries already given:
SMILES,ALOX12 inhib,PNC inhibitor,ALOX15B inhib,IMPase cell inh
CCOc1c2ccc(C(=O)NCc3ccc4c(c3)OCO4)cc2nn1C,-2%,19,7%[11.4 µM],2[1.84 µM]
CCC(NC(=S)NCc1ccccc1)C(=O)O (stereo not given),-2%,2,-1%,-8

# Further compounds:
SMILES,ALOX12 inhib,PNC inhibitor,ALOX15B inhib,IMPase cell inh
COc1ccc(NC(=O)CCC2CCCC2)cc1OC,0%,34,-4%,-2
Cc1nn(-c2ccccc2)c2sc(-c3nnc(SCC(=O)O)o3)cc12,1%,-24,-8%,-17
O=C(Nc1cccc2nsnc12)c1ccc(-c2cccc(Cl)c2)o1,4%,50,u,1
C/C(=C\C(=O)c1ccccc1)Nc1ccc(O)cc1,-19%,-25,-14%,8
O=C(NCc1ccco1)c1ccccc1NS(=O)(=O)c1ccc2c(c1)OCCO2,-5%,-2,-5%,10
N#Cc1ccc(Oc2cccc(C(=O)O)c2)cc1C#N,-2%,6,-8%,11
Cc1ccc(N(C)C)cc1,-3%,x,-9%,x
Cc1cccc(C(=O)N/N=C/c2cc(Br)c(Br)o2)c1,-8%,3,x,x
COc1ccc(F)cc1CN1CCN(C(=O)CCC(=O)Nc2nnc(C(C)C)s2)CC1,-4%,32,0%,2
Cc1cc(C)cc(NC(=O)N2CCCC2C(=O)Nc2ccc(-n3cnnn3)cc2)c1 (stereo not given),-2%,-5,2%,3
COc1ccc2c(CN3CCN(S(=O)(=O)c4cccs4)CC3)cc(=O)oc2c1,2%,79,x,10
CCCCn1c(NC(C)CC)nc2c1c(=O)[nH]c(=O)n2C (stereo not given),-8%,1,-3%,u
CC1(C)CC(=O)C2=C(C1)N(Cc1cccnc1)C(=O)C2(NC(=O)C1CC1)C(F)(F)F (stereo not given),-1%,12,-9%,u
Cc1ccc(CNc2ncccc2-c2nc3cc(Cl)ccc3o2)cc1,-1%,u,-6%,-2
Cc1c(C(=O)NCc2cccnc2)oc2ccc(S(=O)(=O)N3CCC4(CC3)OCCO4)cc12,3%,28,1%,8
CC(C)(C)OC(=O)N1CCOCCOCCN(C(=O)OC(C)(C)C)CCOCCOCC1,4%,u,11%,2
Nc1nc(N2CCOCC2)nc2ccccc12,2%,-3,6%,3
COc1ccccc1NC(=O)Cn1cc(C#N)c2ccccc21,-3%,13,8%,-7
CCOc1ccc(C(=O)Nc2ccc3c(c2)OCCO3)cc1OC,-6%,u,2%,-7
COc1ccc(C(=O)N2CCN=C2SCc2cccnc2)c(OC)c1,-2%,8,6%,7
CCOC(=O)N1CCN(C(=O)c2cnc3n(c2=O)CCS3)CC1,3%,-24,2%,4
Cc1[nH]c2ccc(C(=O)O)cc2c1C,4%,-9,-2%,6
COc1ccc(Cc2nn[nH]n2)cc1,3%,-17,1%,8
CCNC(=O)c1ccc(C2SCC(=O)N2Cc2ccco2)cc1 (stereo not given),1%,85,5%,-11
O=C(CSc1nc2ccccc2c(=O)n1-c1ccccc1)c1c[nH]c2ccccc12,1%,u,x,x
Cn1cnc([N+](=O)[O-])c1Oc1ccc2ccccc2c1,3%,u,x,x
Cc1csc(NC(=O)c2cc([N+](=O)[O-])cc([N+](=O)[O-])c2)n1,3%,-114*,x,x
CCCn1c(SCC(N)=O)nc2c(c1=O)C1(CCCC1)Cc1ccccc1-2,-6%,-17,13%,8
CCCc1cc2c(n1Cc1cc(F)cc(F)c1)C(C)C1CN(C(=O)c3ccccc3)C(C)(C(=O)OC)C21 (stereo not given),-6%,x,-13%,x
Cc1ccc(NC2=C(Cl)C(=O)OC2NC(=O)c2ccccc2)cc1 (stereo not given),-4%,u,x,x
Oc1ccccc1-c1cc(-c2ccccc2Cl)[nH]n1,u,-23,8%,8
c1coc(C2Nc3cccc4cccc(c34)N2)c1,-6%,-29,u,0
C[C@]12CC[C@H]3c4ccc(O)cc4CC[C@@H]3[C@H]1C/C(=N/O)[C@H]2O,-10%[11.4 µM],x,-10%[11.4 µM],x
O=C(NCCn1cc(SCc2ccc(F)cc2)c2ccccc21)c1c(F)cccc1F,-3%,27,x,x
O=C(/C=C/c1cccs1)Nc1nc(-c2ccccc2)cs1,-13%,15,6%,10
Cc1ccc(/C=N/NC(=O)c2ccco2)s1,0%,-27,-3%,-2
NS(=O)(=O)c1ccc(NC(=O)N2c3ccccc3Sc3ccccc32)cc1,16µM*,18,u,2
COc1ccc(CN2CCCCC2C(=O)Nc2ccc(OC)c(OCC(C)C)c2)cc1OC (stereo not given),-5%,7,x,16
CCC(=O)N1CCc2cc(Br)cc(S(=O)(=O)N3CCCCCC3)c21,-1%,-100*,x,2
CCCc1nnc(NC(=O)CCC(=O)N2CCN(C3c4ccccc4-c4ccccc43)CC2)s1,0%,68,x,-5
O=C(CSc1ncnc2c1oc1ccccc12)Nc1nc2ccccc2s1,-8%,u,-5%,-12
O=c1[nH]c(CSc2ccccn2)nc2c1cnn2-c1ccccc1,0%,u,x,x
FC(F)(F)c1cccc(-c2ccc(-c3csnn3)o2)c1,-15%,43,u,2
COc1ccc2c(c1)C(C)CC(C)(C)N2C(=O)CSc1ncn[nH]1 (stereo not given),2%,62,4%,7
CCC(C)NC(=O)C1CCN(S(=O)(=O)CC)CC1 (stereo not given),-1%,15,-4%,-2
COc1ccc(C(=O)NNC(=S)NC2CCCCC2)cc1OC,5%,3,-9%,4
CCCOC(=O)CN1C(=O)c2ccccc2C1=O,-5%,-13,15%,1
CCSc1nnc(CNc2ccc(F)cc2)n1CC1CCCO1 (stereo not given),-2%,24,-6%,-3
CCOC(=O)C1=C(CSc2nc3c(cc2C#N)CN(C)CC3)OC(N)=C(C#N)C1c1ccc(F)cc1 (stereo not given),-21%,-19,27%,2
N#CC(C(=O)OC1CCCCC1)c1nc2ccccc2nc1N1CCCCC1 (stereo not given),0%,-22,-6%,-1
O=C(CSc1ncnc2c1oc1ccccc12)Nc1cccc(F)c1,-2%,6,0%,-8
CC1(C)CC(CC(=O)O)(c2ccc(Cl)cc2)CCO1 (stereo not given),3%,-19,-5%,1
Cc1ccc(-n2ncc3c(=O)n(CC(=O)N4CCN(c5ccccc5F)CC4)cnc32)cc1C,0%,78,x,-2
Cc1noc(NS(=O)(=O)c2ccc(N/C=C\C(=O)c3ccncc3)cc2)c1C,-7%,14,u,7
Cn1c(C(=O)N2CCOCC2)cnc1Sc1ncc(C(F)(F)F)cc1Cl,6%,u,3%,-3
CS(=O)(=O)N(CC(=O)Nc1ccc2c(c1)OCO2)c1ccc2c(c1)OCO2,-7%,18,-4%,8

# Bioassay records deposited in PubChem by National Center for Advancing Translational Sciences (NCATS).
